High-throughput results: PubChem, National Center for Advancing Translational Sciences (NCATS)
BRCA1 expr act: BRCA1 expression activation. MCF7-BRCA1-FFLuc reporter, luminescence, 48 h; response scale: scaled: vehicle 0%, 10 µM genistein 100%. Potency, µM (doses to about 46.1 µM), inactives show at the highest dose activation, usual class: activators. hit rate 1.1% among 380,000; further: potency means the concentration at half of the fitted maximal effect; nearly all actives have a fitted effect of over 80% in size; some results filed as inactive show a strong effect at the top dose
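Using MCF7 cells harboring a BRCA1 firefly luciferase reporter, plated 2 h before compound pinning, the screen measured luminescence after 48 h incubation. Responses were normalized to DMSO and 10 microM genistein, then fitted for concentration-effect.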
uPA generation: cell surface uPA generation inhibition. Potency, µM (top dose mostly 38.3 µM), for inactives: top-dose activity change, negative = inhibition, hits mostly inhibitors. hit rate 0.31% among 330,000. cell surface uPA generation assay, qHTS; active means well fitted inhibition curve with a large enough effect; inconclusive means small, poorly fitted or top-dose-only effect; inactive means no such curve, though single readings can be large or run the other way; tested in mouse RAW 264.7 cells; further: potency means the concentration at half of the fitted maximal effect; on the % scale 0 is the no-effect control and ±100 the full control effect; nearly all actives have a fitted effect of over 55% in size
Integrin act MD: activators of alpha7 integrin expression for muscular dystrophy; Potency, µM (titrated, usually from 38.3 µM), inactives show at the top dose activation, usual class: activators; hit rate 0.064% among 350,000; alpha7betagal myoblasts, beta-gal FDG fluorescence, 48 h; AID 624291;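 further: potency means the concentration at half of the fitted maximal effect; 100% = response of the positive control SU9516; nearly all actives have a fitted effect of over 60% in size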
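Alpha7betagal+/- myoblasts (passage 13) were plated 16-24 hr, then exposed to compounds (1:260 dilution of DMSO stock) for 48 hours at 37C. After MPER lysis, β-galactosidase reporter activity was read as FDG fluorescence (ex 480/em 540) after 30 minutes.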
p53 reactivation: re-activators of mutant p53 | H1299 p53-A138V BP100-luciferase reporter, luminescence, 24 h | Potency, µM (top dose mostly 92.2 µM), for the others: top-dose activity change, positive = activation, usual class: activators | hit rate 0.063% among 320,000 | AID 504706; further: potency means the concentration at half of the fitted maximal effect; % of control where 0% means no effect; nearly all actives have a fitted effect of over 45% in size
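p53-null H1299 cells stably carrying temperature-sensitive p53-A138V and a BP100-luciferase reporter were pinned with compounds (4-point, 1:5 series) and held 24 hrs at 37 deg C. Luminescence was read 10 min after detection reagent.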
ELG1 genotoxic: genotoxicity induction in ELG1-luciferase HEK293T cells; HEK293T ELG1-luciferase reporter, luminescence, 16 h; Potency, µM (doses to about 46 µM), for the others: top-dose activity change, positive = activation, usual class: activators; hit rate 1.3% among 330,000; further: potency means the concentration at half of the fitted maximal effect; % of control where 0% means no effect; nearly all actives have a fitted effect of over 60% in size
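Quantitative HTS format in 1536-well plates. HEK293T ELG1-luciferase reporter cells receive test compound and are incubated 16 hr at 37 °C, 5% CO2; ONE-Glo added, 30 min room temperature, then luminescence read.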
TRPV1 ag: activates the human vanilloid receptor TRPV1 | Q8NER1 | TRPV1-expressing cells, Fluo-8 calcium influx, agonist mode | activation, % at 8.33 µM | hit rate 0.19% among 320,000; in the data active means activation above about 80%; inconclusive means between about 30% and that limit; further: 0% is about no effect
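Fluo-8 calcium influx in TRPV1-expressing cells, kinetic read (ex 480/em 520 nm). Compound added and read 3 min for agonist activity, followed by capsaicin at EC20 final and 2 min further read for enhancement.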
Eya2 inh: inhibitors of human Eya2 phosphatase activity; O00167; recombinant Eya2, OMFP fluorescence dephosphorylation (OMFP is methylfluorescein phosphate); Potency, µM (doses to about 76.9 µM), without a hit: top-dose activity, negative = inhibition, actives largely listed as inhibitors; hit rate 0.006% among 330,000; AID 488837; further: potency means the concentration at half of the fitted maximal effect; on the % scale 0 is the no-effect control and ±100 the full control effect
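Eya2 protein (added as 0.2 uM solution) was preincubated with compound for 10 min at ambient temperature in 50 mM HEPES pH 7.5, 50 mM NaCl, 5 uM MgCl2, 0.05% BSA, 1 mM DTT. OMFP (added at 50 uM) then reacted 10 min; fluorescence read at 485/525 nm.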
USP2a inh: inhibitors of human ubiquitin-specific protease USP2a; hit rate 0.01% among 330,000; Potency, µM (doses to about 38.3 µM), for the others: at the highest dose activity change, negative = inhibition, hits mostly inhibitors; USP2 core, Ub-CHOP2 coupled fluorogenic reporter, 485/531;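 further: potency means the concentration at half of the fitted maximal effect; plate controls were DMSO wells for no effect and full inhibition by NEM control for full effect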
Target sequence (O75604 whole entry, looked up): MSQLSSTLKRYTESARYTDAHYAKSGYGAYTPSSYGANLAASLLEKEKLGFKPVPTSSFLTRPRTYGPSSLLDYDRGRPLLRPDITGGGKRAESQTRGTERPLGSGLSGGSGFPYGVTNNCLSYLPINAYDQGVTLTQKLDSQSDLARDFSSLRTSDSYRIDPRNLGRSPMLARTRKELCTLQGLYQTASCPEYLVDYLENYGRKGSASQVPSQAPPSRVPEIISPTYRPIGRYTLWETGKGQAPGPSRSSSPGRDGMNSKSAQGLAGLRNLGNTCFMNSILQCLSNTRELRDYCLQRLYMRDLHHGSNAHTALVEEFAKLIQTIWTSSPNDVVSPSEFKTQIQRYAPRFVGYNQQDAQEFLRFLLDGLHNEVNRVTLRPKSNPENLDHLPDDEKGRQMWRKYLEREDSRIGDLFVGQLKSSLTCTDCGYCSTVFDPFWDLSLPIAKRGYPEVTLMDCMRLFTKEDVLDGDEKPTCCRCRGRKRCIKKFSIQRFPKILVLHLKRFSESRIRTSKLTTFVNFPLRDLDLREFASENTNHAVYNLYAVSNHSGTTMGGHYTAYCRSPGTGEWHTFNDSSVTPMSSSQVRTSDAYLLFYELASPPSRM
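Cell-free coupled assay: 10nM USP2 core preincubated 30min RT with compound in Tris-HCl pH 8.0/CaCl2/CHAPS buffer, then 25nM Ub-CHOP2 and 25nM reporter substrate; fluorescence (Ex 485/Em 531) read after 60min RT, normalized to NEM inhibition, concentration-response curves fitted.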
B2AR arrestin: agonists driving beta-arrestin recruitment to human beta2-adrenergic receptor; P07550; beta-arrestin recruitment to beta2AR, cell-based reporter; Potency, µM (doses to about 46.1 µM), for inactives: at the highest dose activation, most hits filed as activators; hit rate 0.02% among 330,000;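 further: potency means the concentration at half of the fitted maximal effect; 0% = DMSO controls and full agonism = EC100 isoproterenol or metaproterenol; nearly all actives have a fitted effect of over 65% in size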
S-ASM inh: blocks human secretory acid sphingomyelinase; placental ASM, HMU-PC fluorogenic substrate, 60 min; Potency, µM (doses to about 57.5 µM), for the others: top-dose activity change, negative = inhibition, usual class: inhibitors; hit rate 0.006% among 340,000; further: potency means the concentration at half of the fitted maximal effect
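Human placenta-derived ASM preincubated with compound 10 min at room temperature, then reacted with 9 uM (final) fluorogenic HMU-PC substrate for 60 min at 37 C. Stop solution raises pH to 10; fluorescence read at Ex 386/Em 447 nm.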
TSG101-PTAP inh: blocks PTAP/TSG101 interaction to inhibit HIV-1 budding | 340,000 tested, under 10 active | Potency, µM (top dose mostly 115 µM), without a hit: top-dose activity change, negative = inhibition, usual class: inhibitors | AID 493005 | Fluorescence polarization, FITC-PTAP peptide / Tsg101 binding | Q99816; active means well fitted inhibition curve with a large enough effect in the main read-out, with a control signal flat, not every such curve was filed as active; inconclusive means small, poorly fitted or top-dose-only effect, or effect the other way, or a change in a side signal; inactive means no such curve, though single readings can be large or run the other way; further: potency means the concentration at half of the fitted maximal effect; % of control where 0% means no effect
Target sequence (Q99816 whole entry, looked up): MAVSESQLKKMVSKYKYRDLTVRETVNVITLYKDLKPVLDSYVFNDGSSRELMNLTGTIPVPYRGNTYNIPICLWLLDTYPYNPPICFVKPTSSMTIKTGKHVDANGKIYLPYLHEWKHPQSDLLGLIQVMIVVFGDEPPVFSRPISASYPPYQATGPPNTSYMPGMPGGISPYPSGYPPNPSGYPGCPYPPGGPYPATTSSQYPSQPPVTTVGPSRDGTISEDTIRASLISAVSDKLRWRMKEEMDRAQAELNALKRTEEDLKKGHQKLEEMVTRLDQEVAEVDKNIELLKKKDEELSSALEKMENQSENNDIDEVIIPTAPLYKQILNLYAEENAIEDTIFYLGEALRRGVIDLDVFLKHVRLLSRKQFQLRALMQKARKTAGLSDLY
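FP read-out: FITC-PTAP peptide, 50 nM final, binding Tsg101 binding domain, 10 uM final; 20 min, r.t.; 10 mM HEPES pH 7.5, 0.15 M NaCl, 0.01% Tween 20, 3 mM EDTA, 0.1 mM TCEP.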
* = called active by the depositor; ? = inconclusive; . = no result given; [ ] = remark or other dose. Unless noted, the call rests on the fitted dose curve; in most records, active means well fitted curve in the direction sought with a large enough effect; inconclusive means small, poorly fitted or top-dose-only effect, or another doubt; inactive means no such curve, though single readings can be large; an effect the other way counts as inactive or inconclusive.

Keys – A = BRCA1 expr act; B = uPA generation; C = Integrin act MD; D = p53 reactivation; E = ELG1 genotoxic; F = TRPV1 ag; G = Eya2 inh; H = USP2a inh; I = B2AR arrestin; J = S-ASM inh; K = TSG101-PTAP inh
molecule: O=[N+]([O-])c1ccccc1OCCCn1cnc2ccccc21
  A: 2µM*	B: 0%	C: -20%	D: 2%	E: ?	F: 4	G: -5%	H: 3%	I: -0.6%	J: -2%	K: 0%
molecule: CC1CC(=O)N(CC(=O)NCc2ccccc2)c2ccccc2S1(=O)=O (stereo not given)
  A: -12%	B: 4%	C: -3%	D: -6%	E: 5%	F: 5	G: -1%	H: 4%	I: -0.3%	J: -2%	K: 2%
molecule: Cc1ccnc(NS(=O)(=O)c2cccc3nsnc23)c1
  A: 1%	B: -4%	C: -10%	D: -4%	E: 1%	F: 1	G: -13%	H: -2%	I: 0.2%	J: 1%	K: -8%
molecule: Cc1cc(C)c(S(=O)(=O)NCc2ccccn2)c(C)c1
  A: -4%	B: 2%	C: -25%	D: ?	E: -2%	F: -1	G: 2%	H: 1%	I: 0.1%	J: 1%	K: 1%
molecule: CCOc1cc(CNc2ccc(O)cc2)ccc1OCc1ccc(Cl)cc1Cl
  A: -97%[inhibitor]	B: 1%	C: -54%[inhibitor]	D: -3%	E: -1%	F: -1	G: 7%	H: 1%	I: 3.7%	J: -15%	K: 0%
molecule: COc1ccc(C2CC(c3cccs3)=NN2C(=O)CSc2nc3ccccc3s2)cc1 (stereo not given)
  A: -39%	B: 0%	C: -39%	D: -11%	E: -9%	F: 6	G: -6%	H: 4%	I: -0.8%	J: -1%	K: -1%
molecule: Cc1cccnc1NC(=O)C(C)N1C(=O)c2ccccc2C1=O (stereo not given)
  A: -14%	B: 3%	C: 8%	D: 5%	E: -2%	F: 0	G: -24%	H: 0%	I: 0.2%	J: 0%	K: -3%
molecule: Cc1ccc(-n2ncc3c(NNC(=O)c4cccs4)ncnc32)cc1
  A: 11%	B: 7%	C: -15%	D: -3%	E: -9%	F: 1	G: -2%	H: 3%	I: -1.1%	J: 11%	K: 0%
molecule: Cc1cc(C)cc(NC(=O)CN2CCC(NC(=O)c3cccc(F)c3)CC2)c1
  A: -28%	B: -7%	C: -9%	D: -6%	E: -2%	F: -5	G: ?	H: 0%	I: -0.1%	J: 6%	K: -1%
molecule: Cc1ccc([N+](=O)[O-])cc1NC(=S)NC(=O)c1ccco1
  A: -19%	B: -1%	C: -9%	D: -1%	E: 5%	F: -1	G: -9%	H: -6%	I: -0.6%	J: 1%	K: -3%

2 entries from above, with values under each structure.
Below each SMILES – BRCA1 expr act	uPA generation	Integrin act MD	p53 reactivation	ELG1 genotoxic	TRPV1 ag	Eya2 inh	USP2a inh	B2AR arrestin	S-ASM inh	TSG101-PTAP inh
CC1CC(=O)N(CC(=O)NCc2ccccc2)c2ccccc2S1(=O)=O (stereo not given)
  -12%	4%	-3%	-6%	5%	5	-1%	4%	-0.3%	-2%	2%
Cc1cccnc1NC(=O)C(C)N1C(=O)c2ccccc2C1=O (stereo not given)
  -14%	3%	8%	5%	-2%	0	-24%	0%	0.2%	0%	-3%

Continued.
Keys – A = BRCA1 expr act; B = uPA generation; C = Integrin act MD; D = p53 reactivation; E = ELG1 genotoxic; F = TRPV1 ag; G = Eya2 inh; H = USP2a inh; I = B2AR arrestin; J = S-ASM inh; K = TSG101-PTAP inh
molecule: Cc1ccc(S(=O)(=O)NC2=NCN(Cc3cccnc3)CN2)cc1
  A: -4%	B: .	C: 16%	D: 1%	E: 3%	F: -5	G: 7%	H: -2%	I: -0.8%	J: 7%	K: -3%
molecule: CCOC(=O)N1CCN(C(=O)C2CCN(Cc3cccc(OCc4ccccc4)c3)CC2)CC1
  A: -32%	B: -1%	C: -12%	D: 0%	E: -6%	F: 19	G: -4%	H: 0%	I: 3.3%	J: -1%	K: -2%
molecule: CC(C(=O)O)N1CCCCC1 (stereo not given)
  A: -13%	B: 3%	C: -26%	D: 3%	E: 0%	F: -5	G: 9%	H: 17%	I: 0.3%	J: 3%	K: 1%
molecule: C[C@H](NC(=O)N1CCn2c1nc1ccccc12)C(=O)NCCc1ccccc1
  A: 4%	B: -1%	C: 4%	D: -2%	E: -4%	F: -2	G: 0%	H: 1%	I: 0.0%	J: -1%	K: -5%
molecule: Cc1ccc(OCc2nnc(NC(=O)c3ccco3)s2)cc1
  A: 0%	B: 10%	C: 0%	D: 5%	E: -1%	F: 1	G: 15%	H: 1%	I: 2.8%	J: -1%	K: 0%
molecule: CC[C@@H]1C=C(C(=O)O)[C@H](c2ccc3c(c2)OCO3)N1S(=O)(=O)c1ccc(C)cc1
  A: 3%	B: 11%	C: 6%	D: 5%	E: 1%	F: .	G: -12%	H: 2%	I: -0.2%	J: 2%	K: 1%
molecule: O=S(=O)(Nc1cc2nc3ccccc3nc2n1Cc1ccccc1)c1ccc(Cl)cc1
  A: -38%	B: -2%	C: 19%	D: 23%	E: -8%	F: 16	G: 0%	H: 7%	I: -1.1%	J: .	K: ?
molecule: Cc1ccnc(NC(=O)c2ccc([N+](=O)[O-])s2)c1
  A: -48%	B: ?	C: -62%[inhibitor]	D: ?	E: ?	F: 7	G: -18%	H: 0%	I: 0.0%	J: 1%	K: -7%
molecule: O=C(NC(=S)Nc1cccc(Cl)c1)c1cncc(Br)c1
  A: 1%	B: -4%	C: -15%	D: .	E: .	F: .	G: .	H: .	I: .	J: -5%	K: -5%
molecule: Clc1ccc(-c2n[nH]c3c2CCC3)c(Cl)c1
  A: -17%	B: -3%	C: ?	D: -5%	E: -1%	F: 13	G: 6%	H: 2%	I: -0.2%	J: -1%	K: -8%
molecule: Cc1nn(C)c(C)c1N1C(=O)c2cccc3c(N)ccc(c23)C1=O
  A: -16%	B: -3%	C: -55%[inhibitor]	D: 1%	E: 1%	F: 93*	G: ?	H: ?	I: 1.0%	J: -14%	K: ?
molecule: CCOC(=O)c1[nH]c(C)c(CN(Cc2ccco2)C(=O)C(F)(F)F)c1C
  A: -62%	B: -9%	C: 0%	D: -8%	E: -4%	F: ?	G: -8%	H: 4%	I: -1.0%	J: -4%	K: -3%
molecule: CC(C)Cn1c(N)c(C(=O)COC(=O)c2ccc3ccccc3n2)c(=O)n(C)c1=O
  A: -18%	B: 2%	C: -17%	D: 0%	E: -2%	F: 0	G: 12%	H: 2%	I: 0.5%	J: -2%	K: -1%
molecule: COc1ccccc1NC(=O)CN1CCN(c2ccccc2)CC1
  A: -30%	B: 18%	C: 8%	D: -1%	E: -4%	F: 3	G: -7%	H: 3%	I: 0.0%	J: -2%	K: -2%
molecule: O=S(=O)(Nc1nc2ccccc2nc1NCC1CCCO1)c1ccc(F)cc1 (stereo not given)
  A: -12%	B: 4%	C: -1%	D: -5%	E: -6%	F: -4	G: 9%	H: 14%	I: 0.1%	J: 4%	K: -6%
molecule: CCCn1c(SCC(=O)Nc2cc(Cl)ccc2Cl)n[nH]c1=O
  A: -27%	B: -1%	C: ?	D: -4%	E: -6%	F: -1	G: -13%	H: -1%	I: -0.2%	J: -2%	K: ?
molecule: COc1ccc(-c2noc(C3CCCN(C(=O)c4cccc(C)c4)C3)n2)cc1 (stereo not given)
  A: -10%	B: 16%	C: -30%	D: .	E: -4%	F: 16	G: 4%	H: 1%	I: 0.1%	J: -3%	K: -9%
molecule: CC1(C)CC(NC(=S)NCc2ccc3c(c2)OCO3)CC(C)(C)N1
  A: .	B: .	C: .	D: -2%	E: 3%	F: -2	G: 10%	H: 3%	I: 0.1%	J: .	K: .
molecule: CCOc1cc(N2CCOCC2)c(OCC)cc1NC(=O)CSc1n[nH]c(N)n1
  A: 12%	B: -5%	C: -9%	D: -1%	E: -9%	F: -9	G: -8%	H: 0%	I: 0.0%	J: 1%	K: 0%
molecule: COc1ccccc1N(CC(=O)NCCc1ccccc1)C(=O)CCC(=O)Nc1cc(C)ccn1
  A: -2%	B: -9%	C: -5%	D: -5%	E: -28%	F: 2	G: 4%	H: 3%	I: -0.3%	J: -4%	K: -2%
molecule: Cn1nc(C(C)(C)C)c([N+](=O)[O-])c1C(=O)Nc1ccccc1
  A: -9%	B: -3%	C: 6%	D: 6%	E: -2%	F: -2	G: 4%	H: 4%	I: -3.7%	J: 0%	K: -2%
molecule: COc1ccc(-c2oc3ccc(-c4ccc(OC)nc4)cc3c2C#CC2(O)CCCCC2)cc1
  A: -34%	B: 14%	C: 10%	D: 25%	E: -2%	F: -2	G: -6%	H: 0%	I: -0.6%	J: 11%	K: -1%

Rows are unselected; 2.6% or so of the library scored in one or more.
